# H9c2 protect = myocardial damage modulation in H9c2 cells. H9c2 cardiomyocytes, H2O2 injury protection, ATPLite, 2 h. actives 0.63% (n = 360,000). protection from H2O2 cell death, % at 20 µM. AID 588492;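 active = compounds giving at least 50% protection of heart cells from peroxide-induced death in the single-dose screen, raw or plate-pattern-corrected value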;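 also: 0% = DMSO wells with peroxide and 100% = DMSO wells without peroxide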
# ABCB6 inh 2 = blocks the human ABCB6 transporter | K562-ABCB6 porphyrin accumulation, flow cytometry, 1 h; stronger effect = lower value | AID 602162 | actives 0.19% (n = 360,000) | fluorescence ratio to DMSO, % at 10 µM;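 active = fluorescence ratio to DMSO below 75%, the collection mean minus 3 SD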;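 also: signal is porphyrin accumulated inside mitochondria; 100% equals median channel fluorescence of DMSO control wells; lower ratio means ABCB6 inhibition with less porphyrin fluorescence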
# Target sequence (Q9NP58 whole entry, looked up): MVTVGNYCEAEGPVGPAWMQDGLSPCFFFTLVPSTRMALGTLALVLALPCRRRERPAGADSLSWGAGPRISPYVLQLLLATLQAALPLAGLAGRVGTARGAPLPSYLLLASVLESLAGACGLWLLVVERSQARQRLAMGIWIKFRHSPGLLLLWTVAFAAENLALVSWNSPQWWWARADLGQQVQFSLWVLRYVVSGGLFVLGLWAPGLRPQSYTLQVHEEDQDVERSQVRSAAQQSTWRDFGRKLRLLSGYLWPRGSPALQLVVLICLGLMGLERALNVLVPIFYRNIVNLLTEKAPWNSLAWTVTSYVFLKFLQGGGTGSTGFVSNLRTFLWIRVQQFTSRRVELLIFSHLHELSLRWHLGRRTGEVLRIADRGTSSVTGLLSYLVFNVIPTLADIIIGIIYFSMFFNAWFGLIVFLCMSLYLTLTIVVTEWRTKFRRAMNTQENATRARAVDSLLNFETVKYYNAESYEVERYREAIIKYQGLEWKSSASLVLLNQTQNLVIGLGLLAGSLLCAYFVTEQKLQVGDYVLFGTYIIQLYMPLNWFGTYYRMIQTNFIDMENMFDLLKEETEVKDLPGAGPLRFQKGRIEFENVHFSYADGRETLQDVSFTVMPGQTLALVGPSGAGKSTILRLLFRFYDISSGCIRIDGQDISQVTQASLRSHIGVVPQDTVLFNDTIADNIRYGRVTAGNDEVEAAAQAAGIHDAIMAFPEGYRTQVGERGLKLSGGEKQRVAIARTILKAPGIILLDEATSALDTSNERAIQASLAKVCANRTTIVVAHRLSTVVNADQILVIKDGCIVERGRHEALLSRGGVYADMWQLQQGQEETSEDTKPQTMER
# NOD2-RIPK2 inh = NOD2-RIPK2 protein interaction inhibition; O43353; CHO BLA complementation NOD2-RIPK2, CCF4 ratio; inhibition, % at 4.98 µM; actives 0.38% (n = 360,000); in the data active = inhibition above about 21%;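 also: 0% = vehicle only and 100% = reference blocker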
# SRC2 inh = human SRC2 (NCOA2) inhibition; Q15596; HEK293 GAL4-SRC2 luciferase reporter, luminescence; inhibition, % at 9 µM; actives 0.17% (n = 370,000);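 active = inhibition above the mean inhibition of all tested compounds plus 3 SD, set per campaign, cut at about 52% in these data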;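 also: 0% = DMSO treated cells and 100% = cells given Gossypol at 36 µM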
# ABHD5-PLIN5 inh = inhibitors of human ABHD5-perilipin-5 interaction; Q00G26+Q8WTS1; actives 0.78% (n = 360,000); inhibition, % at 4 µM; AID 602281; Split G. princeps luciferase complementation, luminescence, 4 h;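 active = inhibition above the mean inhibition across every tested compound plus 3 SD, cut at about 22% in these data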;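 also: 0% = DMSO only wells and the 100% control is not disclosed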
# MC4R antag cAMP = human MC4R antagonism in cAMP assay | actives 0.48% (n = 360,000) | P32245 | inhibition, % at 6.5 µM | MC4R-expressing cells, MTII-stimulated cAMP, LANCE TR-FRET | AID 540295;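 active = inhibition above its plate's cutoff, the mean of tested wells on that plate plus 3 SD, cut at about 29% in these data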;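 also: 0% = Melanotan II alone and 100% = Melanotan II plus saturating MCL0020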
#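 Assay system: human MC4R-expressing U2OS cells; reagent: Melanotan II stimulation of cells; dosing: 6.5 µM single dose; timing: compound 30 min, challenge 1 h, detection 1 h; signal: TR-FRET cAMP assay; replicates: one well per compound, no replicates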
# Glyco luc inh = N-linked glycosylation inhibition. D54 ERlucT glycosylation luciferase reporter, 24 h; percent of 100 nM tunicamycin response. reporter increase, % at 12.5 µM. actives 0.23% (n = 360,000). AID 588692;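 active = mean luciferase reporter signal, scaled so untreated is 0 and the glycosylation-blocking control 100, at or above a set limit in every replicate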;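 also: luciferase carries N-glycosylation sites so blocking glycosylation raises the light; 0% = median of neutral control wells and 100% = median of 100 nM tunicamycin wells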
# MC4R ag barr = agonists of human melanocortin 4 receptor (MC4R) beta-arrestin; AID 540308; activation, % at 8.9 µM; actives 0.98% (n = 360,000); P32245; U2OS MC4R beta-arrestin complementation, luminescence; percent of melanotan II response, DMSO zero;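 active = activation above a per-plate cutoff, the mean activation of sample wells on that plate plus 3 SD, cut at about 8% in these data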
# TLR9-MyD88 inh = blocks human TLR9 binding to MyD88; Q9NR96+Q99836; CHO BLA complementation TLR9-MyD88, CCF4 FRET ratio; inhibition, % at 4.98 µM; actives 0.21% (n = 340,000);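 active = inhibition above the mean over all tested compounds plus 3 SD, cut at about 21% in these data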;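 also: 0% = DMSO only wells and 100% = clavulanate BLA inhibitor control wells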
# HTR2A ag = mouse HTR2A agonism via beta-arrestin recruitment | activation, % at 7.6 µM | CHO-K1 mHTR2A beta-arrestin complementation, luminescence; percent of 30 µM serotonin response | actives 0.66% (n = 360,000) | P35363;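 active = activation above a run cutoff, the mean activation of all tested compounds plus 3 SD, cut at about 14% in these data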;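 also: 0% = plate median of compound wells and 100% = 30 µM serotonin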
# Starred values were filed as active, the others as inactive; . = not tested or not shown. A portion of the library; count on the stated rates, not on these rows.
SMILES,H9c2 protect,ABCB6 inh 2,NOD2-RIPK2 inh,SRC2 inh,ABHD5-PLIN5 inh,MC4R antag cAMP,Glyco luc inh,MC4R ag barr,TLR9-MyD88 inh,HTR2A ag
COc1ccccc1NC(=O)c1cc([N+](=O)[O-])ccc1NCCN1C(=O)CCC1=O,1.5,97.0,0.3,-23.0,0.0,8.7,4.9,-4.8,4.4,8.8
COc1ccc(C(=O)NCc2nnc(SCC(=O)NCc3ccc(F)cc3)o2)cc1,-2.2,94.0,-16.0,-30.6,-1.6,1.7,1.9,1.1,-3.0,2.1
O=C(O)CN(c1ccccn1)S(=O)(=O)c1ccccc1,12.4,107.0,1.2,-5.6,0.4,5.7,-1.2,-1.6,3.5,0.8
Cc1ccc(Sc2ncccc2COC(=O)Nc2ccccc2)cc1,-6.6,96.0,-8.5,-0.4,-4.5,1.4,-2.3,0.9,7.6,-5.2
COc1cccc(C(=O)Nc2ccc(-n3nncc3C(C)(C)C)cc2)c1,-3.9,99.0,-5.3,-3.7,-4.4,10.9,-3.6,-2.2,5.6,-1.4
COc1cc2[nH]c(=S)n(Cc3ccco3)c(=O)c2cc1OC,17.3,96.0,-18.3,-15.3,12.9,-0.3,0.9,-1.5,6.9,-0.2
Cc1ccc(OCC(=O)Nc2cccc(-c3nnc(-c4ccccc4)o3)c2)c(C)c1,26.8,84.0,0.8,-29.1,2.7,7.5,-1.0,35.0*,1.0,2.6
CC1=C(C(=O)N(C)C)CC(CC(=O)NCC2CCCCC2)C(=O)N1Cc1ccc(F)cc1 (stereo not given),-0.8,102.0,4.6,-28.4,-1.6,.,1.2,.,.,0.6
N#Cc1c(NC(=O)CCCN2C(=O)c3ccccc3C2=O)oc(-c2ccccc2)c1-c1ccccc1,0.1,108.0,-10.1,-6.1,-3.1,2.1,0.8,-1.8,-6.9,-6.9
O=C(CCCN1C(=O)c2ccccc2C1=O)NCCCn1ccnc1,5.1,94.0,-11.2,-18.5,0.0,1.1,1.0,-1.3,4.2,1.3
NC(=O)NO,8.1,105.0,-5.1,1.4,3.1,-1.5,1.1,-0.6,-11.5,-0.2
O=C(COC(=O)c1ccccc1O)NC(=O)c1ccc(OC(F)F)cc1,-2.9,95.0,1.6,-19.0,0.6,3.6,1.2,-2.4,3.9,10.7
Cc1ccc(OCCC(=O)OCc2csc(CC(=O)Nc3ccccc3C)n2)cc1,-4.2,99.0,-0.5,-16.2,1.2,7.9,-2.0,-1.5,-4.8,-9.1
CCN(CC)S(=O)(=O)c1ccc(C)c(NC(=O)CSc2nc3ccccc3[nH]2)c1,-4.2,96.0,-5.6,-4.9,2.3,27.6,0.1,0.4,4.2,-3.8
Cc1csc(NC(=O)CSc2nnc(Cc3cccn3C)n2-c2ccc(F)cc2)n1,-7.4,101.0,-0.2,1.7,-2.1,4.9,-0.4,-0.6,-1.6,13.6
CC(=O)c1sc(Nc2nc3cc4c(cc3s2)OCO4)nc1C,-2.7,87.0,-8.0,-9.4,-2.9,7.2,-1.0,-3.4,-3.7,-0.2
Cc1cc(C)c2[nH]c(O)c(N=Nc3ccc(C(=O)O)cc3)c2c1,4.5,96.0,-8.1,-16.7,0.7,9.3,3.0,-0.1,9.3,-2.0
Oc1cc(NCc2cccnc2)ccc1-c1nc2ccccc2o1,-1.7,98.0,-7.0,-91.0,14.6,3.8,10.9,-1.1,1.6,-0.5
CN(C(=O)CSc1nnnn1-c1ccc(Cl)cc1)C1CCS(=O)(=O)C1 (stereo not given),1.3,101.0,-12.9,1.5,2.8,2.8,2.2,-1.1,-5.7,0.4
COc1ccc(OC)c(-c2nnc(SCC(=O)NC3CCCCC3)o2)c1,-13.1,105.0,-14.1,-12.7,-7.3,11.8,-0.1,1.8,2.0,0.9
O=C(c1cc2cc3ccc(Cl)cc3nc2o1)N1CCN(Cc2ccc3c(c2)OCO3)CC1,-8.4,94.0,0.4,-11.2,-2.8,5.8,-0.2,0.5,-11.6,2.6
CCCC(=O)Nc1cccc2c1CCCC2,8.6,100.0,7.5,-24.2,2.7,6.0,-6.5,-1.5,6.1,-2.6
O=C(CN1CCN(c2ccc([N+](=O)[O-])cc2Cl)CC1)N1CCOCC1,2.8,102.0,-13.7,-24.1,8.7,16.4,0.5,-0.3,.,5.1
CCc1nc(SCC(=O)Nc2nnc(CC)s2)c2c(=O)n(C)c(=O)n(C)c2n1,-7.9,93.0,3.6,7.8,1.4,14.8,.,1.2,-3.3,-5.0
CCCCC(C(=O)NC1CCCC1)N(Cc1ccco1)C(=O)Cn1nnc(-c2ccc(F)cc2)n1 (stereo not given),3.3,89.0,-0.4,-19.2,-4.2,4.6,-4.0,-2.0,-0.8,-6.0
O=C(CCCCCn1c(=O)[nH]c2ccsc2c1=O)NCc1ccc2c(c1)OCO2,3.8,102.0,-3.5,-16.8,0.2,11.7,-1.4,0.4,-0.5,10.1
Cc1ccccc1N=C(c1ccccc1)C1C(=O)c2ccccc2C1=O,1.9,91.0,2.3,5.8,0.5,.,1.9,.,.,-0.7
COc1cc(S(=O)(=O)N2CCN=C2c2ccccc2)ccc1F,1.4,101.0,4.8,-11.2,-4.8,0.2,0.6,-1.2,0.2,-4.4
CCc1cccc(C)c1NC(=O)CCOc1ccccc1,-2.9,98.0,-3.1,9.7,2.8,6.1,0.0,-1.3,-7.7,4.2
COc1ccc(/C=N/NC(=O)CN(C2=NS(=O)(=O)c3ccccc32)c2ccccc2)cc1,-0.7,91.0,7.0,11.0,1.4,12.4,0.1,-2.4,13.2,0.8
CC(=O)N1CCN(c2ccc(NCc3cccc(C)c3)cc2)CC1,2.8,98.0,-2.1,-16.9,-10.6,1.9,3.7,0.8,12.1,2.2
CC(C)CN(C(=O)COC(=O)CCc1c[nH]c2ccccc12)c1c(N)n(Cc2ccccc2)c(=O)[nH]c1=O,2.5,95.0,10.7,13.1,1.9,9.9,0.4,-1.1,9.6,-7.9
CN(Cc1nc2ccccc2n1C)c1ccccc1,2.1,98.0,-10.2,-30.8,4.0,-4.2,-2.1,-1.0,-9.8,-3.5
CC12CCC(=O)C=C1CCC1C2CCC2(C)C(c3csc(N)n3)CCC12 (stereo not given),-15.9,98.0,6.6,37.5,7.6,13.0,-6.2,0.8,-13.7,5.8
CCOc1ccc2nc(/N=C/c3nc(-c4ccccc4)oc3O)sc2c1,-6.6,88.0,-1.9,-50.9,4.3,1.0,1.9,0.4,-6.4,3.0
Cc1ccccc1NC(=O)c1cc(-c2ccco2)nc2ccccc12,1.4,105.0,1.1,-8.8,14.9,1.2,0.1,0.1,.,0.9
CCC/C(=C1/c2ccccc2C(=O)N1c1ccccc1)c1ccc2c(c1)OCCO2,-10.4,95.0,1.5,6.5,-12.8,-3.5,0.5,-1.8,2.4,-13.9
Cc1nc2c(sc3nc(N4CCOCC4)c4c(c32)CC(C)(C)OC4)c(-c2ccccc2)c1C(=O)O,8.2,111.0,0.5,-20.2,0.5,40.4*,-3.9,-0.2,-1.5,4.7
COC(=O)[C@@]12C[C@@H](CC(=O)NCC34CC5CC(CC(C5)C3)C4)C(=O)N(Cc3ccco3)C1=CCC(C)(C)C2,.,.,14.2,13.1,2.2,.,.,.,.,-2.5
FC(F)(F)c1ccc2c(c1)[nH]c(=S)n2C1CC1,1.6,102.0,3.5,13.3,-8.2,-6.8,4.6,-3.3,-5.6,-4.7
Cc1ccsc1C(C(=O)NC1CCCCC1)N(C(=O)Cc1cccs1)C1CC1 (stereo not given),4.8,95.0,-10.4,13.5,2.1,6.1,0.7,4.5,-0.2,-0.3
COc1ccc(-c2cc(C(=O)NCCN3CCOCC3)c3ccccc3n2)cc1OC,1.4,93.0,-0.7,8.2,4.0,-1.0,0.6,-4.4,-0.3,-9.5
COc1ccc(C(C)NC(=O)C2CCN(CCCc3ccccc3)CC2)cc1OC (stereo not given),-2.7,101.0,9.8,-23.7,6.6,-0.8,2.0,-1.0,.,0.9
CCOC(=O)CNC(=O)CSc1nnc(-c2cccc(OC)c2)n1CC,7.7,97.0,2.1,-2.3,-5.2,4.5,-2.7,-1.4,-3.2,2.1
Cn1cnnc1SCc1ccc(F)c2ccccc12,-2.2,101.0,-4.5,-2.1,5.3,2.6,1.7,-1.1,5.2,0.6
Cn1c(=O)cc(SCC(=O)NCc2cccnc2)c2ccccc21,3.5,90.0,3.2,-19.6,0.2,-0.5,.,-1.2,8.7,0.7

# Pulled by structure from the entries so far (2):
SMILES,H9c2 protect,ABCB6 inh 2,NOD2-RIPK2 inh,SRC2 inh,ABHD5-PLIN5 inh,MC4R antag cAMP,Glyco luc inh,MC4R ag barr,TLR9-MyD88 inh,HTR2A ag
Cc1nc2c(sc3nc(N4CCOCC4)c4c(c32)CC(C)(C)OC4)c(-c2ccccc2)c1C(=O)O,8.2,111.0,0.5,-20.2,0.5,40.4*,-3.9,-0.2,-1.5,4.7
FC(F)(F)c1ccc2c(c1)[nH]c(=S)n2C1CC1,1.6,102.0,3.5,13.3,-8.2,-6.8,4.6,-3.3,-5.6,-4.7

# Among those listed so far, 6 have a furan ring, fused or not:
SMILES,H9c2 protect,ABCB6 inh 2,NOD2-RIPK2 inh,SRC2 inh,ABHD5-PLIN5 inh,MC4R antag cAMP,Glyco luc inh,MC4R ag barr,TLR9-MyD88 inh,HTR2A ag
COc1cc2[nH]c(=S)n(Cc3ccco3)c(=O)c2cc1OC,17.3,96.0,-18.3,-15.3,12.9,-0.3,0.9,-1.5,6.9,-0.2
N#Cc1c(NC(=O)CCCN2C(=O)c3ccccc3C2=O)oc(-c2ccccc2)c1-c1ccccc1,0.1,108.0,-10.1,-6.1,-3.1,2.1,0.8,-1.8,-6.9,-6.9
O=C(c1cc2cc3ccc(Cl)cc3nc2o1)N1CCN(Cc2ccc3c(c2)OCO3)CC1,-8.4,94.0,0.4,-11.2,-2.8,5.8,-0.2,0.5,-11.6,2.6
CCCCC(C(=O)NC1CCCC1)N(Cc1ccco1)C(=O)Cn1nnc(-c2ccc(F)cc2)n1 (stereo not given),3.3,89.0,-0.4,-19.2,-4.2,4.6,-4.0,-2.0,-0.8,-6.0
Cc1ccccc1NC(=O)c1cc(-c2ccco2)nc2ccccc12,1.4,105.0,1.1,-8.8,14.9,1.2,0.1,0.1,.,0.9
COC(=O)[C@@]12C[C@@H](CC(=O)NCC34CC5CC(CC(C5)C3)C4)C(=O)N(Cc3ccco3)C1=CCC(C)(C)C2,.,.,14.2,13.1,2.2,.,.,.,.,-2.5

# Source: PubChem BioAssay
